Compound activity as filed in PubChem.
Pin1 inhibitor: blocks the human prolyl isomerase Pin1. Q13526. Pin1 FP peptide displacement, HiFluor488, 10 min. Potency, µM (doses to about 115 µM), for inactives: at the highest dose activity, negative = inhibition, actives largely listed as inhibitors. hit rate 0.009% among 390,000. AID 504891; active means well fitted inhibition curve with a large enough effect in the polarisation, with a control signal flat, not every such curve was filed as active; inconclusive means small, poorly fitted or top-dose-only effect, or effect the other way, or a change in a side signal; inactive means no such curve, though single readings can be large or run the other way; the % refers to the polarisation; further: on the % scale 0 is the no-effect control and ±100 the full control effect
Target sequence (Q13526 whole entry, looked up): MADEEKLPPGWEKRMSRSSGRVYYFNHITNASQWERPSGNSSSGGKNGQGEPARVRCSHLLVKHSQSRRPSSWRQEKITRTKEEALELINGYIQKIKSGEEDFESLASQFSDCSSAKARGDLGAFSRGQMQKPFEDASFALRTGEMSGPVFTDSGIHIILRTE
JMJD2A Tudor: inhibitors of human JMJD2A Tudor domain | O75164 | AlphaScreen JMJD2A-Tudor / H3K4me3 peptide binding | Potency, µM (doses to about 114 µM), for the others: at the highest dose activity change, negative = inhibition, most hits filed as inhibitors | hit rate 4.4% among 390,000 | AID 504339; further: on the % scale 0 is the no-effect control and ±100 the full control effect; nearly all actives have a fitted effect of over 50% in size
12-LOX inh: blocks human arachidonate 12S-lipoxygenase; purified 12hLO, xylenol orange hydroperoxide absorbance; Potency, µM (highest dose often 108 µM), for the others: at the top dose activity change, negative = inhibition, most hits filed as inhibitors; hit rate 1.1% among 580,000; P18054; further: on the % scale 0 is the no-effect control and ±100 the full control effect
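Purified human 12hLO (150 nM final) in 25 mM Hepes, 0.01% Triton X-100, pH 7.0 was preincubated 15 min at room temperature with compound. Then 40 uM arachidonic acid was added, 30 min. Hydroperoxide was read by Fe-XO absorbance ratio 573/405 nm.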
ERG Ets-DNA blk: ERG Ets/DNA interaction inhibition; P11308; fluorescence polarization, His-ERG Ets domain / labelled DNA; Potency, µM (top dose mostly 76.9 µM), for the others: at the highest dose FP activity, negative = inhibition, hits mostly inhibitors; hit rate 0.028% among 370,000; active means well fitted inhibition curve with a large enough effect in the polarisation, with a control signal flat; inconclusive means small, poorly fitted or top-dose-only effect, or effect the other way, or a change in a side signal; inactive means no such curve, though single readings can be large or run the other way; the % refers to the polarisation;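 further: polarization taken with two DNA probes labelled with fluorescein and Texas red; % of control where 0% means no effect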
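His-tagged ERG Ets domain (1 uM in the protein solution; 300mM KCl, 50mM Tris-HCl, 1mM EDTA, 1mM DTT, pH 7.5) received compound, then a probe mix of 5 nM fluorescein-DNA and 100nM Texas-615-DNA. Fluorescence polarization was read for both dyes.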
RGS4 inh: inhibitors of human regulator of G protein signaling 4; P49798; AID 504845; hit rate 0.039% among 390,000; Potency, µM (titrated, usually from 114 µM), for the others: top-dose activity change, negative = inhibition, usual class: inhibitors; Transcreener GDP fluorescence polarization, RGS4-accelerated GTP hydrolysis; further: on the % scale 0 is the no-effect control and ±100 the full control effect; nearly all actives have a fitted effect of over 75% in size; some results filed as inactive show a strong effect at the top dose
Target sequence (P49798 whole entry, looked up): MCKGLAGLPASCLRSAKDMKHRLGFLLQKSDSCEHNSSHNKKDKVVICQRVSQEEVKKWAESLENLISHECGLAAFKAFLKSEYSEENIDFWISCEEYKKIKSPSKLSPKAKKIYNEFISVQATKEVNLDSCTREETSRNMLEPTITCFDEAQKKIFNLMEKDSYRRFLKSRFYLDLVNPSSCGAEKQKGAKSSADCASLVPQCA
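MLSMR compounds (23 nl, pin-transferred) preincubated 10 min at room temperature with a 500nM (2x) first reagent, then RGS4 at 900nM (2x) plus Transcreener GDP mix added; fluorescence polarization (620/688 nm) read before and after 90 min at 30 °C.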
TrxR1 inh: inhibitors of rat thioredoxin reductase 1 | Potency, µM (titrated, usually from 114 µM), for the others: top-dose activity change, negative = inhibition, usual class: inhibitors | O89049 | hit rate 1% among 390,000 | recombinant rTrxR1, NADPH fluorescence consumption, selenite substrate; further: on the % scale 0 is the no-effect control and ±100 the full control effect; nearly all actives have a fitted effect of over 65% in size
Target sequence (O89049 whole entry, looked up): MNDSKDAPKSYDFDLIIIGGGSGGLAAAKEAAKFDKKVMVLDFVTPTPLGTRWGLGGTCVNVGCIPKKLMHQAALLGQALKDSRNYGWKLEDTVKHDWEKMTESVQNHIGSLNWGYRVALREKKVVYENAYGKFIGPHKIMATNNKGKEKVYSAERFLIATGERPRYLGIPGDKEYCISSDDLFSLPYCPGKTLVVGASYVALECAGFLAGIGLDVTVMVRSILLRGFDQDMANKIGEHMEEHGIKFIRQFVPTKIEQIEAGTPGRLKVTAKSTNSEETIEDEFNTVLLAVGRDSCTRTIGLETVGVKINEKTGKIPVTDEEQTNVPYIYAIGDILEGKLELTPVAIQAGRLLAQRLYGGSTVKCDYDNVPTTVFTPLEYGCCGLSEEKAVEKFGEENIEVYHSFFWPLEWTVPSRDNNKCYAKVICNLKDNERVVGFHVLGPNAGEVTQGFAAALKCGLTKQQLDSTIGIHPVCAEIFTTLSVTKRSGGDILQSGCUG
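Rat TrxR1 (90 nM in the dispensed reagent) was pre-reduced with 400 uM NADPH for 5 min at room temperature, then incubated with compound for 15 min. After 400 uM selenite was added, NADPH fluorescence (Ex 340/Em 450 nm) was followed for 8 min.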
GLS inh: inhibitors of human glutaminase (GLS). O94925. GLS enzymatic activity, qHTS titration. Potency, µM (highest dose often 45.5 µM), for inactives: at the highest dose activity change, negative = inhibition, hits mostly inhibitors. hit rate 0.21% among 410,000. AID 624170; further: on the % scale 0 is the no-effect control and ±100 the full control effect
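hKGA in 45 mM KH2PO4 pH 8.2, 0.02% Tween-20 with pin-transferred compounds; 1 mM L-glutamine (stock) plus glutamate oxidase/HRP/Amplex Red coupling added. Fluorescence read initially and after 30 min at RT.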
PGK inhibitor: T. brucei PGK inhibition; P07378; PGK/GAPDH coupled, Kinase-Glo luminescence, 60 min; Potency, µM (doses to about 57.5 µM), for inactives: top-dose activity change, negative = inhibition, most hits filed as inhibitors; hit rate 0.043% among 380,000; AID 602233; further: on the % scale 0 is the no-effect control and ±100 the full control effect; nearly all actives have a fitted effect of over 60% in size
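Recombinant glycosomal PGK reaction used 1,3-bisphosphoglycerate generated in-well by GAPDH (100nM final) in 100mM TEA pH 7.6, 5mM MgCl2, 0.01% Tween-20. After 60 minutes at room temperature, ATP was read by Kinase-Glo Plus luminescence end-point.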
HP1b chromo inh: HP1-beta chromodomain-methylated histone interaction inhibition; AlphaScreen HP1-beta / biotin-H3K9me3 peptide binding; AID 540317; hit rate 0.56% among 390,000; Potency, µM (top dose mostly 114 µM), inactives show top-dose activity change, negative = inhibition, most hits filed as inhibitors; further: nearly all actives have a fitted effect of over 70% in size; inactives centre near 23
Target sequence (P83916 whole entry, looked up): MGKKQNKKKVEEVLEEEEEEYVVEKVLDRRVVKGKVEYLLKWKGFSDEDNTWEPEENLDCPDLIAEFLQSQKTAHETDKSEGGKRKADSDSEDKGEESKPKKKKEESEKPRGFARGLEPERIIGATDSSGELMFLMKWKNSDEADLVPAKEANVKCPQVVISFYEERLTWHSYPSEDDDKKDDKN
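HP1-beta protein (50 nM final) preincubated 30 min at room temperature with biotinylated H3(1-18)K9me3 peptide (50 nM) in PBS pH 7.4, 0.01% Tween-20, then compound added for 30 min. AlphaScreen streptavidin donor/nickel chelate acceptor beads (10 ug/mL final), 30 min dark, luminescence read.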
Numbers without * were called inactive; i = inactive; ? = inconclusive; · = no result given; & = joins results of further samples; [ ] = dose if it differs, or a comment. Unless noted, the call rests on the fitted dose curve; in most records, active means well fitted curve in the direction sought with a large enough effect; inconclusive means small, poorly fitted or top-dose-only effect, or another doubt; inactive means no such curve, though single readings can be large; an effect the other way counts as inactive or inconclusive. Potency means the concentration at half of the fitted maximal effect. A portion of the library; rates above refer to the full screens.

SMILES	Pin1 inhibitor	JMJD2A Tudor	12-LOX inh	ERG Ets-DNA blk	RGS4 inh	TrxR1 inh	GLS inh	PGK inhibitor	HP1b chromo inh
COc1ccc(/C=C2\SC(=O)N(CCNC(=O)C3CC(=O)N(c4ccccc4)C3)C2=O)cc1 (stereo unspecified)	-2%	1%	0%	1%	21%	6%	11%	-3%	1%
O=C(O)CC1Cc2ccccc2C1C(=O)O (stereo unspecified)	0%	-10%	?	·	-22%	10%	-3%	5%	22%
COc1ccc(CCNC(=S)Nc2ccc(OC)cc2)cc1	-7%	-22%	?	-14%	-14%[11.4 µM]	8%	67%[activator]	-6%	-9%
Cc1cccc(N(C)S(=O)(=O)c2ccc(-c3cnc(C4CC4)o3)cc2)c1	0%	-1%	25%	7%	25%	-4%	2%	-2%	44%[activator]
COc1ccc(NC(=O)CCCCC#Cc2ccccc2)cc1	?	8%	1%	1%	-22%	7%[57.1 µM]	0%	1%	56%[activator]
O=C(NNS(=O)(=O)c1ccccc1[N+](=O)[O-])c1ccc(O)cc1	-8%	5.6µM*	?	5%	-9%	14%	18%	-3%	?
CC(=O)c1c(C)nn(C(=O)N2CCOCC2)c1C	3%	-4%	5%	3%	8%	15%	-5%	-1%	22%
COC(=O)c1cc(NC(=O)C2CCCN(S(=O)(=O)c3c(C)n[nH]c3C)C2)cc(C(=O)OC)c1 (stereo unspecified)	14%	-21%	-16%&3%	-2%	-1%	5%	-11%	-4%	13%
Cc1ccc(-c2noc(-c3nnn(CC(=O)Nc4cccc(C(F)(F)F)c4)c3N)n2)cc1	3%	-9%	-1%	0%	-1%	22%	0%	·	57%[activator]
O=C(CCCn1c(=O)[nH]c2ccccc2c1=O)NCCSCc1ccccc1	1%	10%	3%	12%	-19%	-18%[57.1 µM]	-16%	-10%	-3%
COc1cc(C(=O)N/N=C/c2coc3ccccc3c2=O)cc(OC)c1OC	-4%	-6%	0%	-5%	-12%	-36%	29%	-12%	66%[activator]
O=C(NCCCN1CCN(CCCNC(=O)c2ccccc2F)CC1)c1ccccc1F	2%	-9%	0%	2%	-49%	1%[57.1 µM]	7%	i	46%[activator]
Cc1cc(NC(=O)CCC(=O)N(CCC(C)C)C(C(=O)NC2CCCC2)c2ccccc2C)no1 (stereo unspecified)	?	-14%	-10%	-1%	-2%	16%	0%	7%	22%
CCOc1ccc(NS(=O)(=O)c2ccc(C(=O)NCCCN3CCOCC3)cc2)cc1	-2%	-6%	-6%	-7%	-3%	-9%	15%	i	29%
O=C(OCC(=O)N1CCCC1=O)c1ccc(F)c(S(=O)(=O)N2CCOCC2)c1	0%	-6%	8%	0%	9%	5%	-9%	-1%	16%

Record cards, as listed above:
COc1cc(C(=O)N/N=C/c2coc3ccccc3c2=O)cc(OC)c1OC is listed with Pin1 inhibitor: -4%; JMJD2A Tudor: -6%; 12-LOX inh: 0%; ERG Ets-DNA blk: -5%; RGS4 inh: -12%; TrxR1 inh: -36%; GLS inh: 29%; PGK inhibitor: -12%; HP1b chromo inh: 66%[activator]
Cc1cc(NC(=O)CCC(=O)N(CCC(C)C)C(C(=O)NC2CCCC2)c2ccccc2C)no1 (stereo unspecified) is listed with Pin1 inhibitor: ?; JMJD2A Tudor: -14%; 12-LOX inh: -10%; ERG Ets-DNA blk: -1%; RGS4 inh: -2%; TrxR1 inh: 16%; GLS inh: 0%; PGK inhibitor: 7%; HP1b chromo inh: 22%

A different layout for some results above:
compound: COc1ccc(NC(=O)CCCCC#Cc2ccccc2)cc1
  Pin1 inhibitor: ?	JMJD2A Tudor: 8%	12-LOX inh: 1%	ERG Ets-DNA blk: 1%	RGS4 inh: -22%	TrxR1 inh: 7%[57.1 µM]	GLS inh: 0%	PGK inhibitor: 1%	HP1b chromo inh: 56%[activator]
compound: O=C(NCCCN1CCN(CCCNC(=O)c2ccccc2F)CC1)c1ccccc1F
  Pin1 inhibitor: 2%	JMJD2A Tudor: -9%	12-LOX inh: 0%	ERG Ets-DNA blk: 2%	RGS4 inh: -49%	TrxR1 inh: 1%[57.1 µM]	GLS inh: 7%	PGK inhibitor: i	HP1b chromo inh: 46%[activator]

Carrying on:
SMILES	Pin1 inhibitor	JMJD2A Tudor	12-LOX inh	ERG Ets-DNA blk	RGS4 inh	TrxR1 inh	GLS inh	PGK inhibitor	HP1b chromo inh
O=C(Nc1cc2c3c(c1)CC(=O)N3CCC2)c1ccccc1Br	3%	-19%	1%	9%	-1%	11%	2%	-10%	7%
Cc1nc2ncnn2c(N2CCCC(C(=O)Nc3ccc4c(c3)CCC4)C2)c1C (stereo unspecified)	1%	-3%	-18%	-2%	-4%	7%	5%	-1%	44%[activator]
CCn1c(SCC(=O)C(C)(C)C)nnc1-c1cnccn1	-10%	-7%	-15%	-7%	12%	15%	5%	-7%	7%
CCOC(=O)C1CCN(S(=O)(=O)c2c(C(=O)N3CCCCC3)c(C)n(C)c2C)CC1	-9%	-12%	-1%	-2%	8%[11.4 µM]	26%	-2%	-7%	43%[activator]
O=C(NC1CCCCCC1)c1ccc(OCC2CCCO2)cc1 (stereo unspecified)	3%	-6%	-6%	9%	-4%	-9%[57.1 µM]	2%	-1%	21%
COc1ccc(Nc2oc(-c3ccc(F)cc3)nc2C#N)cc1	15%	-14%	79%[activator]	4%	13%	8%[57.1 µM]	-3%	-5%	7%
CC/C(=N\NC(=O)c1c(-c2ccccc2)noc1C)c1ccc(C)o1	3%	3%	6%	5%	2%	5%	-1%	-4%	27%
FC(F)(F)COc1nc(OCC(F)(F)F)nc(N2CCN(c3ccccc3)CC2)n1	1%	1%	16%	0%	23%	18%[57.1 µM]	1%	-1%	48%[activator]
O=c1c2c([N+](=O)[O-])cc([N+](=O)[O-])cc2sn1Cc1ccccc1	1%	4.5µM*	0.79µM*	-4%	-139%	?	1.8µM*	-5%	?
CC(=O)N=c1nc(-c2ccccc2)n(-c2ccccc2)s1	5%	-35%[57.1 µM]	·	·	-39%	10%	·	·	-5%[57 µM]
Cc1[nH]c2ccccc2c1-c1nc(N)sc1C	-2%	-23%	-36%	-1%	?	-15%	-2%	-7%	7%
Clc1cccc(-c2cc3nc4c(c(N5CCOCC5)n3n2)CCCC4)c1	?	32%	9%	·	27%	41%[57.1 µM]	2%	·	82%[activator]
CC1(CNC(=O)C(=O)NCC2(C)CO2)CO1 (stereo unspecified)	-13%	-6%	24%	-4%	15%	7%[57.1 µM]	-1%	-9%	15%[57 µM]
O=C(O)C1CCCN1S(=O)(=O)c1ccc(Cl)c(Cl)c1 (stereo unspecified)	-12%	-5%	-18%	·	20%	21%	26%	-2%	17%
Cc1ccc(N(CC(=O)NCCc2ccccc2)C(=O)c2csnn2)cc1	-1%	-5%	-7%	7%	3%	16%	4%	3%	3%
CCCc1cnc2c(c1SCC(=O)N1CCC(C)CC1)c(=O)n(C)c(=O)n2C	-6%	-9%	-6%	9%	7%	12%[57.1 µM]	-4%	-3%	33%
Cc1cc(=O)oc2cc(OCC(=O)OCC(=O)Nc3ccccc3F)ccc12	6%	4%[57.1 µM]	-17%	8%	-27%	21%[57.1 µM]	0%	i	-5%
NC(=O)CSc1nccn1Cc1ccc2c(c1)OCO2	-5%	-16%	-3%	-3%	-8%	-1%	2%	1%	26%
Cc1ccc(S(=O)(=O)N2CCOCC2)cc1C(=O)NC1CCCC1	-2%	-7%	-15%	-22%	-8%	21%[0.0914 µM]	-2%	-10%	39%
COc1ccc(N2CCN(C(=O)Cn3cnc4c(cnn4-c4ccc(C)cc4)c3=O)CC2)cc1	8%	-6%	-11%	-8%	9%	13%[57.1 µM]	-1%	i	15%
COC(=O)c1scc2c(=O)cc(C(F)(F)F)[nH]c12	?	-10%	10%	·	-9%	42%	-1%	-8%	43%[activator]
CCN(CC)C(=O)CSc1nc(-c2ccc(C)cc2)nc2c1COC(C)(C)C2	3%	12%	4%&0%	4%	-1%	-9%	·	-8%	34%
CN(CCN1CCOCC1)C(=O)c1cc(COc2ccc(F)c(F)c2)on1	-6%	-3%	?	-3%	8%	-12%	-1%	9%	25%
Cc1ccc(N=Cc2ccc(O)cc2O)cc1F	17%	-21%	?	1%	?	-22%	17%	-3%	18%
O=c1c2sc3ccccc3c2[nH]c(=S)n1CCN1CCOCC1	12%	?	?	-1%	-35%	?	-24%	19%	21%
Cc1nnsc1SCCNC(=O)Nc1ccc(Cl)cc1	0%	-4%	-12%	4%	-5%[56.9 µM]	-4%	2%	-4%	45%[activator]
CCOC(=O)[C@@H]1[C@H]2COc3cc(OC)ccc3[C@H]2N2C(=O)N(c3cccc(F)c3)C(=O)[C@@]12C	4%	-31%	5%	-9%	5%	37%[activator]	-4%	-2%	30%
CC(C)c1ccc(CNC(=O)CCc2ccccc2)cc1	5%	0%	-12%	2%	2%	-2%[57.1 µM]	0%	i	79%[activator]
O=S(=O)(NCCO)c1cccc2cccnc12	2%	-13%	-1%	-4%	17%	-11%	2%	-2%	49%[activator]
Cc1cccc(Cn2nnc3c(=O)[nH]c(C4CCN(C(=O)c5ccccc5F)CC4)nc32)c1	-1%	-15%	-4%	-5%	13%	12%	12%	-4%	4%
COc1cc(C(=O)NCC(c2ccco2)S(=O)(=O)c2ccccc2)cc(OC)c1OC (stereo unspecified)	-1%	-10%	?	6%	-6%	25%[57.1 µM]	0%	-6%	16%
